Assay outcomes from PubChem.
D2 ag: D2 dopamine receptor (human) agonism; P14416; HEK293 T-REx D2 cells, calcium flux agonist mode; activation, % at 2 µM; 340,000 compounds, 0.53% hits; AID 485358;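 active means activation over 3 SD above normal in the single-dose calcium agonist read, cut at about 30% in these data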; further: 0% is about no effect
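HEK293 Trex D2 cells, tetracycline-induced, o/n 30 C 5% CO2; no-wash Ca dye, RT 30–90 min; 10-cycle baseline, 23 nl cpd added, kinetic Ca read 180 s; agonist hits = positive Ca response.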
D2 antagonist: D2 dopamine receptor (human) antagonism | P14416 | HEK293 TREx D2 cells, calcium flux, dopamine EC80 | inhibition, % at 10 µM | 340,000 compounds, 2% hits; in the data active means inhibition above about 30%; further: 0% is about no effect
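Calcium mobilization kinetics were recorded at 1 s intervals in tetracycline-induced HEK293 T-REx D2 cells, first for 180 s after compound addition and then 180 s after EC80 dopamine.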
RXFP1 antag: RXFP1 (human) relaxin receptor antagonism | HEK293-RXFP1, relaxin-stimulated cAMP HTRF, 30 min; active compounds read low | activity change, negative = inhibition, % at 57.5 µM | 350,000 compounds, 0.59% hits;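 active means activity change of -60% or lower, but not beyond a set lower limit; inconclusive means change between -60% and -40%, or beyond the set limit; inactive means change above -40%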; further: on the % scale 0 is the no-effect control and ±100 the full control effect
D1 PAM: human D1 dopamine receptor positive modulation; P21728; HEK293 TREx D1 cells, calcium flux, dopamine EC20 potentiation; potentiation, % at 10 µM; 360,000 compounds, 0.036% hits; in the data active means potentiation above about 30%; further: 0% is about no effect
Target sequence (P21728 whole entry, looked up): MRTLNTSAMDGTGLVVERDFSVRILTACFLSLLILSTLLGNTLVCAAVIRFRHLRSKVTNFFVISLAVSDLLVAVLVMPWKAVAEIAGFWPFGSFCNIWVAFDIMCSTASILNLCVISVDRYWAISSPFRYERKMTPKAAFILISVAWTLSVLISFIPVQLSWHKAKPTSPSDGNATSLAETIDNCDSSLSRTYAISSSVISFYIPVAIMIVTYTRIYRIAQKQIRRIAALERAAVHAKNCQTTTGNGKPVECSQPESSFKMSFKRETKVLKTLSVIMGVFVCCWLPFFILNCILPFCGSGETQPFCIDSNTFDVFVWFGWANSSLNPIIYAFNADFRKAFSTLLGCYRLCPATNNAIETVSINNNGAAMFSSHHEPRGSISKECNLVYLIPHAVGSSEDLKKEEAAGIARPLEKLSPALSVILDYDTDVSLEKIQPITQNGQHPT
TRHR enhancer: allosteric enhancers of human TRH receptor; AID 493056; TRHR cells, fluo-8 calcium fluorescence, EC20 TRH enhancement; enhancement, % at 2 µM; P34981; 360,000 compounds, 0.66% hits; in the data active means enhancement above about 30%; further: 0% is about no effect
Target sequence (P34981 whole entry, looked up): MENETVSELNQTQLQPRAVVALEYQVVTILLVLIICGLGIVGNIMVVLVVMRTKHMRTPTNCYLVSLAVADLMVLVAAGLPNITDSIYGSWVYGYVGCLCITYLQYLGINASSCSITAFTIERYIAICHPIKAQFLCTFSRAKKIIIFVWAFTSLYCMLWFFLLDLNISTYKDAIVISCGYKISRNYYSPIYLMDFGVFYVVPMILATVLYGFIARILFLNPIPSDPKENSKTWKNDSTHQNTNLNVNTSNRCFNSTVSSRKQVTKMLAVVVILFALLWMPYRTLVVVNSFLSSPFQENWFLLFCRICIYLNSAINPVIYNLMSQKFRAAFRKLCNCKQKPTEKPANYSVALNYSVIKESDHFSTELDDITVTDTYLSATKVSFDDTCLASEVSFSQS
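TRHR-expressing cells loaded with fluo-8 calcium dye were read kinetically (ex 480/em 530) during compound addition, then stimulated with an EC20 of TRH (10 nM final). Enhancement of the Gq-mediated intracellular calcium response was scored.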
D1 agonist: agonists of human D1 dopamine receptor; P21728; HEK293 T-REx D1 cells, calcium flux, agonist mode; activation, % at 2 µM; 360,000 compounds, 1% hits; AID 504660; further: 0% is about no effect
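Tetracycline-induced HEK293 TREx D1 cells, force-coupled to calcium signalling, were dye-loaded with a no-wash calcium kit. Compound was pin-added after a 10 s baseline. Fluorescence was read kinetically at 1 cycle/s for 180 s, with calcium rises flagged as agonism.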
TRHR agonist: agonists of human TRH receptor; P34981; TRHR cells, calcium flux fluo-8, FDSS agonist mode; activation, % at 2 µM; 360,000 compounds, 0.18% hits; AID 493084; further: 0% is about no effect
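Fluo-8-loaded TRHR cells; 10 s baseline, compound added, kinetic Ca2+ fluorescence read 1/s, agonist mode.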
D2 potentiator: positive allosteric modulators of human D2 dopamine receptor | AID 485347 | 340,000 compounds, 0.34% hits | HEK293 T-REx D2, calcium flux, EC20 dopamine potentiation | potentiation, % at 10 µM;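 active means potentiation over 3 SD above the plate norm, cut at about 30% in these data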; further: 0% is about no effect
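Potentiation of an EC20 dopamine calcium response measured kinetically over 180 s, after a preceding 180 s compound-only read flagging agonists. Cells: inducible Hek293 Trex D2 line, 4000/well, cultured overnight at 30 C before dye loading.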
D1 antagonist: antagonists of human D1 dopamine receptor; 360,000 compounds, 3.2% hits; activity change, negative = inhibition, % at 10 µM; HEK293 TREx D1 cells, calcium flux, dopamine EC80; active compounds read low; AID 504652; P21728; in the data active means activity change below about -30%; further: on the % scale 0 is the no-effect control and ±100 the full control effect
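Allosteric or orthosteric antagonism assessed as attenuation of the calcium response to EC80 dopamine, added 180 s after compound, in induced HEK293 Trex D1 cells loaded with no-wash calcium dye.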
An asterisk follows results filed as active; u = inconclusive; x = no result given; & = joins results of further samples. Unless noted, no stated cut-off is given here; in the data, active means activation above about 30%; inactive means the rest.

[1] CCOc1ccc(C(=O)NCC(=O)Nc2cc(C)ccn2)cc1OCC
[2] COc1ccc2oc(=O)c(C(=O)Nc3ccc(C(=O)O)cc3)cc2c1
[3] COc1ccc(C(C)NCCC(c2ccc(OC(C)C)cc2)c2ccccc2OC)cc1 (stereo not drawn)
[4] C/C(=N/NC(=O)CNC(=O)c1cccnc1)c1ccccc1
[5] COc1ccc(S(=O)(=O)NCc2ccncc2)cc1NC(=O)c1ccc(Cl)cc1
[6] O=C(CSc1nnc(-c2ccco2)o1)N1CCOCC1
[7] COc1ccc(/C(O)=C2\C(=O)C(=O)N(CC3CCCO3)C2c2cc(OC)ccc2OC)cc1 (stereo not drawn)
[8] CCN(CC)CCN1C(=O)C(=O)/C(=C(/O)c2cnn(-c3ccccc3)c2C)C1c1cccnc1 (stereo not drawn)
assay / compound	1	2	3	4	5	6	7	8
D2 ag	0.2	-0.9	x	-2.2	0.4	1.1	0.0	x
D2 antagonist	-15	x	x	-18	4	-5	1	x
RXFP1 antag	3	-1	-90*	-3	0	-11	12	-9
D1 PAM	0	4	9	-9	0	2	-6	1
TRHR enhancer	7	-3	6	2	-1	-4	1	-1
D1 agonist	1	5	38*	2	5	1	2	0
TRHR agonist	-0.1	1.0	3.3	-1.1	-0.6	1.3	-0.2	0.2
D2 potentiator	-30	3	x	7	3	0	-2	x
D1 antagonist	7	25	19	-8	-23	7	12	-9

[9] CCOC(=O)CNC(=O)c1cc(-c2ccc3c(c2)OCCO3)oc1C
[10] Cc1ccccc1CNC(=O)C(C)N(c1ccccc1)S(C)(=O)=O (stereo not drawn)
[11] CCOc1ccc(-c2nc(CNC(=O)Nc3ccccc3)c(C)o2)cc1
[12] O=C1/C(=C\c2cccc(O)c2)SC(=S)N1Cc1ccccc1
[13] Cc1nn(-c2ccc(N3CCCC3)nn2)c(C)c1CCC(=O)N1CCN(c2ccccc2)CC1
[14] CCc1nc2c(c(=O)[nH]1)C(CC)(CC)Cc1ccccc1-2
[15] COc1cccc(N(CC(=O)NC2CCCC2)C(=O)CCCC(=O)Nc2ccccn2)c1
[16] CC1CCCC(NC(=O)COC(=O)c2sc3ccccc3c2Cl)C1C (stereo not drawn)
assay / compound	9	10	11	12	13	14	15	16
D2 ag	0.9	0.3	6.8	0.8	0.7	-0.7	0.2	0.6
D2 antagonist	-3	x	x	-1	x	-4	-21	0
RXFP1 antag	8	x	-6	-6	11	13	0	-4
D1 PAM	-4	-2	2	-12	-4	-2	-2	1
TRHR enhancer	2	5	-6	6	6	2	-6	1
D1 agonist	0	3	4	2	-1	2	0	0
TRHR agonist	-0.4	-1.0	0.3	0.4	-0.4	0.4	-0.3	-0.1
D2 potentiator	5	-2	2	1	-2	-2	8	-3
D1 antagonist	1	-15	1	4	13	-3	-14	-5

[17] C=C(C)C1Cc2c(C)nn(-c3ccccn3)c2C1 (stereo not drawn)
[18] COc1ccccc1N1CCN(C2CCCN(C(=O)c3csc(C)n3)C2)CC1 (stereo not drawn)
[19] O=C(COC(=O)Cc1c(F)cccc1Cl)Nc1nnc(-c2ccccc2)o1
[20] CC(=O)C1=C(O)C(=O)N(c2ccc(S(N)(=O)=O)cc2)C1c1ccc([N+](=O)[O-])cc1 (stereo not drawn)
[21] CCCCN(CC)CCCNC(=O)Cn1ncc2c3ccccc3n(Cc3ccccc3F)c2c1=O
[22] CCOc1ccccc1NC(=O)C(=O)c1cc(C)n(-c2cccc(C)c2C)c1C
[23] COc1ccc(OCc2nnc(SCC(=O)Nc3nnc(C4CC4)s3)n2C)cc1
[24] Cc1cccc(-n2c(SCC(=O)c3ccccc3)nnc2-c2ccc(Br)cc2)c1
assay / compound	17	18	19	20	21	22	23	24
D2 ag	1.0	-0.1	-0.9	-1.0	-1.1	-1.0	0.0	x
D2 antagonist	-6	3	-15	-1	x	x	-11	x
RXFP1 antag	3	-9	-3	8	-6	-9	3	u
D1 PAM	-5	5	-1	-3	-2	-3	0	-2
TRHR enhancer	4	-3	3	0	3	-4	-1	-1
D1 agonist	2	2	-1	-2	8	7	2	3
TRHR agonist	0.0	0.2	0.6	-0.5	1.2	1.1	-0.8	-0.1
D2 potentiator	9	10	11	-12	-7	x	7	3
D1 antagonist	-4	12	-27	-21	2	2	-8	11

[25] Cc1oc(-c2ccccc2Cl)nc1CS(=O)CC(=O)NCc1ccc2c(c1)OCO2 (stereo not drawn)
[26] CCCC(c1nnnn1Cc1ccco1)N1CCN(c2cc(Cl)ccc2C)CC1 (stereo not drawn)
[27] COc1ccc(NC(=S)N2CCN(C(=O)c3ccccc3)CC2)cc1
[28] COCCNC(=O)c1cccc(OC2CCN(Cc3ccc(C(C)C)cc3)CC2)c1
[29] O=C(O)COc1ccccc1/C=N/NC(=O)c1ccc(F)cc1
[30] COc1cc(C2C(C(=O)c3ccc(C)o3)=C(O)C(=O)N2Cc2cccnc2)ccc1O (stereo not drawn)
[31] COC(=O)c1cc(S(=O)(=O)NCC2CCN(Cc3ccc(Cl)cc3)CC2)cn1C
[32] CCOC(=O)/C(C(=O)Nc1ccccc1Br)=C1/NC(C)(C)Cc2ccccc21
assay / compound	25	26	27	28	29	30	31	32
D2 ag	-2.8	-0.8	0.9	0.9	0.0	0.4&1.6	-0.7	1.8
D2 antagonist	-25	-4	18	-12	11	-6&-13	-4	0
RXFP1 antag	4	-26	-11	-1	12	13	0	-13
D1 PAM	4	1	2	-16	-2	-1&4	-6	-7
TRHR enhancer	19	-8	6	-7	-3	2&-1	6	-6
D1 agonist	0	1	0	6	7	25&0	36*	-1
TRHR agonist	0.1	0.5	-0.1	0.3	0.4	0.3&0.1	-0.8	-0.8
D2 potentiator	-15	-6	3	6	5	7&12	1	1
D1 antagonist	19	3	20	-6	5	12&1	-12	10

[33] O=C(COC(=O)C1CC1)Nc1ccccc1Sc1ccccc1
[34] CCCNC(=O)COC(=O)c1ccccc1C(=O)N(C)C1CCCCC1
[35] CCNc1nc(SCC(=O)OC)nc(N2CCOCC2)n1
[36] CN1OCC(S(=O)(=O)c2ccccc2)C1c1ccccc1 (stereo not drawn)
[37] O=C(c1ccc([N+](=O)[O-])cc1)N1CCSC1c1ccc(Br)cc1 (stereo not drawn)
[38] COCCCn1c(SCC(=O)N2CCOCC2)nc2cc(Cl)ccc2c1=O
[39] CN(C(=O)COC(=O)c1cc2c(s1)CCCCC2)c1ccccc1
[40] Cc1nn(C(=O)COc2ccccc2)c(C)c1Sc1ccccc1
assay / compound	33	34	35	36	37	38	39	40
D2 ag	0.6	0.8	0.4	0.0	-0.3	0.1	0.6	-2.2
D2 antagonist	-1	-7	4	-1	-3	-4	-1	x
RXFP1 antag	0	-7	-10	11	-11	-5	-14	10
D1 PAM	1	-2	-5	0	-11	3	-4	-2
TRHR enhancer	7	-4	-4	44*	0	3	9	5
D1 agonist	3	0	1	2	2	0	9	110*
TRHR agonist	0.1	0.5	0.7	0.3	0.2	0.6	0.0	-0.9
D2 potentiator	-3	7	7	20	2	0	-1	-10
D1 antagonist	-14	-16	6	-9	-23	-7	-5	-65*

[41] O=C1CCCC/C1=C\Nc1ccc(Cl)cn1
[42] COc1ccc(S(=O)(=O)Nc2ccc3c(c2)n(C)c(=O)n3C)cc1
[43] COCCOc1ccc(C(F)(F)F)cc1NC(=O)c1ccccc1
[44] Cn1c(=O)c2c(nc(NCc3ccccc3)n2Cc2ccccc2)n(C)c1=O
[45] Cc1ccccc1NC1(C#N)C(=O)Nc2ccccc21 (stereo not drawn)
[46] Cc1cc([N+](=O)[O-])ccc1NC(=O)CN1C2CCC1CC(NC(=O)NC13CC4CC(CC(C4)C1)C3)C2 (stereo not drawn)
[47] O=c1c2ccccc2oc2cc(OCc3cccc(F)c3)cc(O)c12
[48] COC(=O)c1cc(S(=O)(=O)NCC2CCN(CCc3ccc(OC)cc3)CC2)cn1C
assay / compound	41	42	43	44	45	46	47	48
D2 ag	-0.9	-0.1	0.1	x	0.1	0.3	-0.7	-0.7
D2 antagonist	2	-21	-10	x	5	-10	14	1
RXFP1 antag	-1	-14	-5	x	-14	-19	0	13
D1 PAM	-8	-3	3	-1	-11	-5	-2	-5
TRHR enhancer	5	12	-2	0	1	4	2	4
D1 agonist	2	2	-1	-2	0	2	-1	9
TRHR agonist	-3.2	0.3	0.1	-1.5	-0.5	1.0	-1.0	0.2
D2 potentiator	x	0	9	15	-12	-25	4	-20
D1 antagonist	5	x	7	-15	-22	-2	13	-6

In the list so far, seven contain an aryl thioether with sulfur outside any ring.
[6] O=C(CSc1nnc(-c2ccco2)o1)N1CCOCC1
[23] COc1ccc(OCc2nnc(SCC(=O)Nc3nnc(C4CC4)s3)n2C)cc1
[24] Cc1cccc(-n2c(SCC(=O)c3ccccc3)nnc2-c2ccc(Br)cc2)c1
[33] O=C(COC(=O)C1CC1)Nc1ccccc1Sc1ccccc1
[35] CCNc1nc(SCC(=O)OC)nc(N2CCOCC2)n1
[38] COCCCn1c(SCC(=O)N2CCOCC2)nc2cc(Cl)ccc2c1=O
[40] Cc1nn(C(=O)COc2ccccc2)c(C)c1Sc1ccccc1
assay / compound	6	23	24	33	35	38	40
D2 ag	1.1	0.0	x	0.6	0.4	0.1	-2.2
D2 antagonist	-5	-11	x	-1	4	-4	x
RXFP1 antag	-11	3	u	0	-10	-5	10
D1 PAM	2	0	-2	1	-5	3	-2
TRHR enhancer	-4	-1	-1	7	-4	3	5
D1 agonist	1	2	3	3	1	0	110*
TRHR agonist	1.3	-0.8	-0.1	0.1	0.7	0.6	-0.9
D2 potentiator	0	7	3	-3	7	0	-10
D1 antagonist	7	-8	11	-14	6	-7	-65*

(continued)
[49] COc1ccc(CN(Cc2cccnc2)S(=O)(=O)c2ccc(-n3cnnn3)c(C)c2)cc1OC
[50] Cc1cccc(N(C(=O)CS(=O)CC(=O)Nc2ccc3c(c2)OCO3)C(C)C(=O)NC2CCCC2)c1C (stereo not drawn)
[51] Cn1cccc1CNC(=S)Nc1ccccc1Cl
[52] N#CCc1ccc(NC(=O)c2ccc(S(=O)(=O)N3CCCC3)cc2)cc1
[53] CCN(CC)CCCn1c(=S)[nH]c2ncccc2c1=O
[54] Cc1sc2nc3c(C(=O)N4CCCC4)cc(C(=O)c4ccccc4O)cn3c(=O)c2c1C
[55] Cc1ccc(C(=O)NCC(=O)OCC(=O)N2CCCc3ccccc32)cc1
[56] NC(=O)CSc1nnc(C2CC2)n1-c1ccccc1
assay / compound	49	50	51	52	53	54	55	56
D2 ag	-0.4	-1.4	-0.9	1.7	50*	0.0	0.7	0.0
D2 antagonist	19	-5	-1	1	48*	-23	8	-9
RXFP1 antag	-18	3	1	14	-9	11	-13	3
D1 PAM	-4	-1	-10	x	-3	-3	-4	-2
TRHR enhancer	0	-4	-10	-7	12	-1	-1	-2
D1 agonist	2	1	4	11	11	1	0	2
TRHR agonist	-0.3	-1.1	-0.1	1.8	0.4	0.4	-0.6	0.9
D2 potentiator	13	-9	-3	1	-16	9	-2	11
D1 antagonist	-18	17	-42*	-18	2	-5	-26	2
